Screens from PubChem BioAssay.
APEX1 inh: APE1 (human) endonuclease inhibition; Potency, µM (top dose mostly 65.8 µM), for inactives: at the top dose activity change, negative = inhibition, usual class: inhibitors; recombinant APE1, TAMRA/BHQ-2 abasic DNA cleavage fluorescence; 350,000 tested, 0.35% active;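 note: plate controls were vehicle for no effect and reference inhibitor for full effect; nearly all actives have a fitted effect of over 55% in size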
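Enzyme (0.75 nM final) and test compound are incubated 15 min at room temperature before adding 50 nM quenched THF abasic-site duplex. Cleavage dequenches TAMRA, followed at 525/598 nm over three reads one minute apart.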
BAZ2B block: BAZ2B (human) inhibition; Q9UIF8; 360,000 tested, 4.4% active; AID 504333; Potency, µM (titrated, usually from 114 µM), inactives show at the top dose activity change, negative = inhibition, hits mostly inhibitors; AlphaScreen BAZ2B-H3K14Ac peptide displacement; note: % is set by controls: 0 for no effect and ±100 for the full control effect; nearly all actives have a fitted effect of over 60% in size
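AlphaScreen displacement: compounds (up to 110uM) incubated 30 min at room temperature with a preformed 50 nM BAZ2B/50 nM biotinylated H3K14Ac peptide complex in PBS pH 7.4 with Tween-20. Donor and acceptor beads at 10 ug/mL final added, 20 min light-protected before reading.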
G9a block: blocks human histone lysine methyltransferase G9a; Q96KQ7; G9a H3K9 monomethylation, AlphaScreen, 2 h; 350,000 tested, 8.8% active; Potency, µM (titrated, usually from 102 µM), for inactives: top-dose activity, negative = inhibition, actives largely listed as inhibitors; note: % is set by controls: 0 for no effect and ±100 for the full control effect; nearly all actives have a fitted effect of over 75% in size
Target sequence (Q96KQ7 913-1193 limits assumed): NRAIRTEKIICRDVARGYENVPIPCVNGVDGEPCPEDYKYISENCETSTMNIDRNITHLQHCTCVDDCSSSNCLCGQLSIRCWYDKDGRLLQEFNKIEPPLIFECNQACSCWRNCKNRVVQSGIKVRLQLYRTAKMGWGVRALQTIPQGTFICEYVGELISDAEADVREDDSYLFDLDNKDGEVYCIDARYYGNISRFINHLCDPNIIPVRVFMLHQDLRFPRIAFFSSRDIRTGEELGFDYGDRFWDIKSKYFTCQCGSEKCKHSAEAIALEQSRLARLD
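G9a (20 nM) was preincubated 15 min with compound, then reacted 2 h at room temperature with 500 nM biotin-H3K9 peptide and 20 µM SAM. Monomethyl-H3K9 detected by AlphaScreen using anti-H3K9me1 antibody.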
JMJD2A Tudor inh: JMJD2A Tudor domain (human) inhibition. 390,000 tested, 4.4% active. AID 504339. O75164. AlphaScreen JMJD2A-Tudor / H3K4me3 peptide binding. Potency, µM (top dose mostly 114 µM), for the others: at the highest dose activity change, negative = inhibition, usual class: inhibitors; note: % is set by controls: 0 for no effect and ±100 for the full control effect; nearly all actives have a fitted effect of over 50% in size
POLK inh: inhibitors of human DNA polymerase kappa; Q9UBT6; purified Pol kappa, fluorescent DNA synthesis assay, 10 min; Potency, µM (titrated, usually from 107 µM), inactives show at the highest dose activity, negative = inhibition, usual class: inhibitors; 400,000 tested, 0.53% active; note: % is set by controls: 0 for no effect and ±100 for the full control effect
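Fluorescent qHTS in 1536-well format: enzyme (10 nM) and compound sat 15 min at room temperature before 50 nM substrate (final) was added. Signal taken at 0 and 10 min; no-enzyme buffer wells were negative controls.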
POLH inh: inhibitors of human DNA polymerase eta | Q9Y253 | recombinant Pol eta, fluorescent DNA replication assay | Potency, µM (series often up to 114 µM), inactives show top-dose activity change, negative = inhibition, actives largely listed as inhibitors | 390,000 tested, 1.2% active | AID 588591; note: % is set by controls: 0 for no effect and ±100 for the full control effect
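Fluorescent replication assay: 50 nM final substrate added after a 15 min room-temperature compound preincubation with 10 nM enzyme. Signal taken at 0 min and again at 10 min.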
POLB inh: blocks human DNA polymerase beta activity. P06746. Pol beta primer extension/strand displacement, fluorescence kinetic. Potency, µM (series often up to 114 µM), for inactives: at the top dose activity change, negative = inhibition, most hits filed as inhibitors. 340,000 tested, 1.3% active. AID 485314; note: % is set by controls: 0 for no effect and ±100 for the full control effect
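Pol beta (10 nM) and compounds were preincubated 15 min at room temperature, then 50 nM substrate (final) started primer extension/strand displacement. Reads were taken at 0 and 10 min; concentration-response data were fitted to a four-parameter Hill equation.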
BLM helicase inh: blocks DNA unwinding by human BLM helicase | recombinant BLM DNA unwinding, fluorescence dequenching | P54132 | AID 2528 | 350,000 tested, 0.2% active | Potency, µM (titrated, usually from 56.1 µM), inactives show at the highest dose activity change, negative = inhibition, usual class: inhibitors;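 note: plate controls were vehicle for no effect and no enzyme for full effect; nearly all actives have a fitted effect of over 35% in size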
POLI inh: blocks human DNA polymerase iota activity | Pol iota fluorescent replication assay, 10 min | Potency, µM (doses to about 115 µM), for inactives: at the top dose activity, negative = inhibition, most hits filed as inhibitors | 390,000 tested, 1% active | AID 588590
Target sequence (Q9UNA4 whole entry, looked up): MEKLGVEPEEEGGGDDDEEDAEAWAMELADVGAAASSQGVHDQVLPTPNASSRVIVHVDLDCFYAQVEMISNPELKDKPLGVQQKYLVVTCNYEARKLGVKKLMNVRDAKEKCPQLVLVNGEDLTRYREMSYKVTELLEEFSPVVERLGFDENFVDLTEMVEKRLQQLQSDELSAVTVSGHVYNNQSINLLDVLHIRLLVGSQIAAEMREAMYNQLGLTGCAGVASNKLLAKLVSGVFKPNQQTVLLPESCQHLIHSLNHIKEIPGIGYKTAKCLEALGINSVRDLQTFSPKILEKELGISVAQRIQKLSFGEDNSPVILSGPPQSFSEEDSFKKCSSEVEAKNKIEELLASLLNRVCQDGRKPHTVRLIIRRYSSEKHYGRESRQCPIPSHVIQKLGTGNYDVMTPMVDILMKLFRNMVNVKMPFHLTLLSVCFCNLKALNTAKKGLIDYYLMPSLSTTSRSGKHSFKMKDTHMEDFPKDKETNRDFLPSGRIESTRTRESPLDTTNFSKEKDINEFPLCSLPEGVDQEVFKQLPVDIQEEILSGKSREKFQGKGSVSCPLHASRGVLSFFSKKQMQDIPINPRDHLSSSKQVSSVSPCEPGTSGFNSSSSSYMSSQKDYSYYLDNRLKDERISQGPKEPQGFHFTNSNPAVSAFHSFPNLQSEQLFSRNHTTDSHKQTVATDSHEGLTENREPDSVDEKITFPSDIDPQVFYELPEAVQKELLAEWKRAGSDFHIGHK
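Fluorescent replication assay read twice, at 0 min and 10 min after adding 50 nM (final) substrate. Enzyme (10 nM) and compounds were first incubated 15 min at room temperature; enzyme-free buffer wells were negative controls.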
Numbers without * were called inactive; ? = inconclusive; . = not tested or not shown; & = joins results of further samples; [ ] = remark or other dose. Calls come from the whole dose curve; as a rule, active = well fitted curve in the direction sought with a large enough effect; inconclusive = small, poorly fitted or top-dose-only effect, or another doubt; inactive = no such curve, though single readings can be large; an effect the other way counts as inactive or inconclusive. Potency is the fitted concentration of half-maximal effect. The list is partial (hit frequency here may not be typical).

SMILES	APEX1 inh	BAZ2B block	G9a block	JMJD2A Tudor inh	POLK inh	POLH inh	POLB inh	BLM helicase inh	POLI inh
COc1ccc(OCCn2c(C)nc3cc(C)c(C)cc32)cc1	.	-25%	?	?	-13%	-15%	5%	-3%	35%[activator]
CCN(CC)S(=O)(=O)c1cccc(NC(=O)CNc2cccc(S(=O)(=O)N3CCOCC3)c2)c1	-4%	-2%	?	-14%	-1%	-7%	.	.	25%
Cc1ccccc1/C=N/Nc1nc2ccccc2c(=O)n1O	0%	-14%	14µM*	-4%	-2%	?	-28%	-8%	15%
CCCc1oc(C(=O)O)cc1CN1CCOCC1	6%	15%	?	-9%	-3%	-13%	8%	1%	-7%
O=C(NCCc1ccc(Cl)cc1)C(=O)c1c[nH]c2ccccc12	0%	-1%	11%	-16%	-4%	-6%	27%	-5%	-6%
N#C/C(=C\c1ccc(Cl)cc1Cl)c1n[nH]c(Cn2cncn2)n1	-2%	-36%	11%[59 µM]	-10%	-1%	-7%	11%	0%	-1%
COc1ccnc(NCc2ccc(Cl)cc2)c1C#N	2%	-6%	?	-14%	-9%	9%	25%	-1%	2%
COCCn1c(=S)[nH]c2cc(C(=O)N3CC(C)CC(C)C3)ccc2c1=O (stereo unspecified)	22%	-31%	-3%	-11%	-5%	-1%	19%	-7%	4%
CN(C)CC[C@H](c1ccc(Cl)cc1)c1ccccn1	?	.	22%[21.5 µM]	.	-5%[12 µM]	.	.	1%[21.4 µM]	.
CCOc1ccc(CCNC(=O)c2c(C)oc3ncnc(N4CCOCC4)c23)cc1	.	8%[57.1 µM]	-10%[59 µM]	-6%	-5%	3%	2%	4%	14%
Cc1cccc(C(=O)N(Cc2ccc(C)o2)C2CCS(=O)(=O)C2)c1 (stereo unspecified)	-8%	-15%	13%	-17%	-4%	-8%	2%	-1%	-7%
CC(OC(=O)CC(NC(=O)c1ccccc1Cl)c1ccccc1)C(=O)Nc1cccc(Cl)c1Cl (stereo unspecified)	-5%	8%	-18%[59 µM]	-25%	-20%	-17%	25%	-9%	9%
CNC(=O)[C@H](C)[C@@H]1C[C@@]1(C)[C@@H](NC(=O)OCc1ccccc1)c1ccccc1	4%&0%	-1%	?	1%	4%	-9%	0%	0%&-5%	34%
COCCn1cnnc1SCC(=O)Nc1cc(C)on1	28%	.	.	2%	-4%	-17%	.	.	114%[activator]
COc1ccc(-c2ncncc2-c2ccc(OC)c(OC)c2)c(O)c1	-9%	-4%	10%	-22%	-5%	-13%	47%	-7%	58%[activator]
O=C(NCCCN1CCOCC1)c1cc(-c2ccc(O)cc2)on1	-1%	10%	4%[59 µM]	-20%	-8%	1%	-5%	-7%	?
O=S(=O)(Cc1ccccc1)N1CCC(N2CCN(c3ccccc3)CC2)CC1	0%	3%	?	-21%	-5%	-7%	14%	3%	10%
CCOC(=O)CN1N=C(c2ccc(Cl)s2)CSC1=O	7%	4%	3%[59 µM]	15%	-6%	-12%	38%	1%	-14%
CCCn1c(SCC(=O)Nc2ccc(Cl)cc2)n[nH]c1=O	21%	4%	24%	-19%	4%	-5%	25%	0%	178%[activator]
CCOc1ccc(C(=O)NC(C(=O)NCCc2ccc(OC(F)F)cc2)C(C)C)cc1 (stereo unspecified)	50%[activator]	0%	4%	-10%	2%	-12%	-4%	-2%	10%
COC(=O)c1ccccc1SC1CC(=O)N(c2ccccc2)C1=O (stereo unspecified)	7%	16%	-4%	4%	-17%	-19%	-4%	-14%	-8%
O=C1NC2=C(C(=O)CCC2)C(c2ccccc2[N+](=O)[O-])N1 (stereo unspecified)	11%	-19%	?	-8%	-40%	?	-26%	-13%	?
Cc1c([N+](=O)[O-])cc(C(=O)Oc2cccc(C(=S)N3CCOCC3)c2)cc1[N+](=O)[O-]	0%	?	16µM*	-31%	-12%[60.1 µM]	18%	-20%	-1%	-1%
O=[N+]([O-])c1ccc2c(c1)CCN2	.	.	.	-10%	-18%	-12%	.	.	13%
Cc1nnc(Sc2c(-c3ccccc3)c3ccc(Cl)cc3[nH]c2=O)s1	0%	-8%	8%[12.7 µM]	-26%	-10%	2%	-2%	-1%	9%
COc1ccc(C(=O)Nc2ccc3[nH]ccc3c2)cc1	.	.	.	1%[57.1 µM]	-1%	-14%	.	.	113%[activator]
CCc1ccc(OCC(=O)Nc2ncn[nH]2)c(Br)c1	.	89µM*	-18%[59 µM]	-6%	-5%	-10%	-22%	-2%	3%
Cc1cccc(OCCCC(=O)O)c1C	0%	-16%	5%[59 µM]	-11%	-4%	7%	2%	-1%	4%
CCC(C)c1ccc(NC(=S)Nc2ccc(OC)cc2C)cc1 (stereo unspecified)	-5%	-5%	4.5µM*	-26%	-6%	-19%	4%	-11%	5%
COc1ccc(-c2cc(C(=O)N(C)CC(=O)Nc3ccccc3Cl)c3ccccc3n2)cc1OC	17%	-4%	-1%	6%	-2%	-15%	.	.	5%
CC(C)C(=O)N1CCN(c2ccccc2NC(=O)Cc2ccc(Cl)cc2)CC1	12%	-10%	0%	-18%	2%	-13%	48%	-4%	14%
CCOC(=O)c1sc(-c2ccc(F)cc2)cc1N	1%	-2%	13%[59 µM]	15%	-10%	-17%	-9%	-8%	-18%
CC(=O)c1cccc(NC(=O)CNC(=O)c2cc3ccccc3o2)c1	-9%	-7%	.	-14%	-6%	2%	35%	-4%	-2%
COc1ccc(OCC(=O)Nc2ccc3c(c2)nc(CCN2CCOCC2)n3C)cc1	-1%	0%	56µM*	-20%	-5%	-7%	21%	0%	15%
Cc1csc(OCc2ccc(C#N)cc2)n1	3%	-1%	45%[59 µM]	-18%	-5%	8%	2%	1%	-9%
O=C(c1nc2ccc(Cl)cn2c1CN1CCC[C@H]1CO)N1CCCCCCC1	13%	-22%	?	-12%	-3%	-20%	-6%	-6%	-5%
COC(=O)c1sc2nc(CN3CCN(c4cccc(C(F)(F)F)c4)CC3)[nH]c(=O)c2c1C	4%	-8%	?	-11%	3%	-9%	1%[57.1 µM]	-15%	78%[activator]
O=C1N/C(=C/c2ccc(N3CCCC3)cc2)C(=O)N1c1ccccc1	3%	-2%	-3%[59 µM]	-4%	-3%	-16%	12%	0%	10%
CC(C)(C)C(=O)Nc1ccc(C(=O)NNC(=O)c2ccccc2)cc1	-3%	-10%	-2%	-3%[57.1 µM]	2%	16%	22%	-4%	111%[activator]
COCCN(CC(=O)Nc1cccc(C)c1C)C(=O)c1cc(-c2ccncc2)nc2ccccc12	-17%	-8%	-19%[59 µM]	-14%	11%	-13%	.	.	36%[activator]
COc1ccc(-c2nnc3ccc(SCC(=O)Nc4nccs4)nn23)cc1OC	3%	-10%	32µM*	7%	-13%	-18%	3%	13%	5%
COc1cc2c(cc1OC)C(c1ccc(SC)cc1)CC(=O)N2 (stereo unspecified)	-7%	?	.	?	-10%	-20%	1%	-2%	33%[activator]
Cc1ccc(S(=O)(=O)N2CCCCC2)cc1C(=O)NCCc1ccccc1	11%	-21%	?	2%	-15%	-7%	14%	-10%	3%
O=C(NCc1cccs1)c1cc(-c2ccccc2)nc2ccccc12	-5%	3%	9%	4%	-6%	-10%	-3%	-3%	30%
O=C(NCc1ccccc1Cl)c1ccc2c(=O)n(CC3CCCO3)c(=S)[nH]c2c1 (stereo unspecified)	-10%	3%	56%[activator]	-6%	-8%	-14%	0%	-2%	137%[activator]
COc1ccc(CCNC(=O)C2CCCN(S(C)(=O)=O)C2)cc1 (stereo unspecified)	47%[activator]	-11%[57.1 µM]	-30%	-7%	-7%	0%	15%	0%	?
CCOc1ccc(S(=O)(=O)N(C)c2ccc(OCC(=O)NCC3CCCO3)cc2)cc1 (stereo unspecified)	-3%	-4%	12%	?	1%	?	18%	-1%	158%[activator]
O=S(=O)(Nc1ccc(C(F)(F)F)cc1)c1cnc[nH]1	1%	13%	-2%[12.7 µM]	-16%[11.4 µM]	-1%	-16%	57%	-3%	?
O=C1C(Oc2ccccc2)C(c2cccs2)N1Cc1ccc2c(c1)OCO2 (stereo unspecified)	-2%	0%	-3%[59 µM]	5%	-4%	-11%	-12%	-8%	-5%
COc1ccc(-c2noc(CSc3nnc(CCc4ccccc4)n3-c3ccccc3)n2)cc1OC	-1%	-4%	3%[59 µM]	-26%	-9%	-6%	?	-8%	-1%
O=c1[nH]c(SCc2nc3ccccc3c(=O)n2-c2ccccc2C(F)(F)F)nc2ccccc12	1%	-24%	8%[59 µM]	-18%	-2%	-15%	20%	-7%	-1%
Cc1ccc(N2C(=O)c3[nH]nc(-c4ccc(Cl)cc4)c3C2c2ccc(F)cc2)cc1 (stereo unspecified)	.	.	-1%[59 µM]	-31%	-3%	-23%	0%	-16%	7%
Cn1c(=O)oc2cc(S(=O)(=O)N3CCC(C(=O)N4CCc5ccccc5C4)CC3)ccc21	1%	-1%	9%	-8%	14%	-5%	28%	-1%	47%[activator]
CCOC(=O)c1c(C)c(C#N)c2c3ccccc3ccn12	-3%	-1%	0%[59 µM]	-3%	-5%	-6%	-1%	0%	5%

7 entries from above, with two lines to a compound:
Every second line gives: APEX1 inh, BAZ2B block, G9a block, JMJD2A Tudor inh, POLK inh, POLH inh, POLB inh, BLM helicase inh, POLI inh
COc1ccc(-c2noc(CSc3nnc(CCc4ccccc4)n3-c3ccccc3)n2)cc1OC
 : -1%, -4%, 3%[59 µM], -26%, -9%, -6%, ?, -8%, -1%
O=C(NCc1cccs1)c1cc(-c2ccccc2)nc2ccccc12
 : -5%, 3%, 9%, 4%, -6%, -10%, -3%, -3%, 30%
O=S(=O)(Nc1ccc(C(F)(F)F)cc1)c1cnc[nH]1
 : 1%, 13%, -2%[12.7 µM], -16%[11.4 µM], -1%, -16%, 57%, -3%, ?
CCOC(=O)c1c(C)c(C#N)c2c3ccccc3ccn12
 : -3%, -1%, 0%[59 µM], -3%, -5%, -6%, -1%, 0%, 5%
COc1cc2c(cc1OC)C(c1ccc(SC)cc1)CC(=O)N2 (stereo unspecified)
 : -7%, ?, ., ?, -10%, -20%, 1%, -2%, 33%[activator]
O=C(NCc1ccccc1Cl)c1ccc2c(=O)n(CC3CCCO3)c(=S)[nH]c2c1 (stereo unspecified)
 : -10%, 3%, 56%[activator], -6%, -8%, -14%, 0%, -2%, 137%[activator]
CCOc1ccc(S(=O)(=O)N(C)c2ccc(OCC(=O)NCC3CCCO3)cc2)cc1 (stereo unspecified)
 : -3%, -4%, 12%, ?, 1%, ?, 18%, -1%, 158%[activator]
